AGP1 TOR yeast: modulators of AGP1-GFP expression in yeast TOR pathway, primary screen, cell-based, multiplex flow cytometry, S. cerevisiae, MLPCN library; AID 2066, 2009; GFP response vs DMSO, % at 10 µM; hit rate 0.02% among 320,000; 3 h; GFP as percent of DMSO wells;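 active = GFP response relative to DMSO above a set limit, near screen average plus 3 SD, cut at about 150% in these data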;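 also: median GFP channel fluorescence of the gated AGP1 strain per well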
GRK2 aptamer HTS: compounds blocking aptamer binding on GRK2 – biochemical, human GRK2, bead flow cytometry, HTS, primary screen; FAM-aptamer displacement from GRK2; inhibition of aptamer binding, % at 10 µM; hit rate 0.59% among 330,000;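 active = inhibition of aptamer binding above 40%, roughly 3 SD of noise, on plates passing a quality check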;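 also: median bead fluorescence of bound FAM aptamer so fluorescent compounds give negative values; no value below 0 was filed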
BCLXL inh: inhibitors of human Bcl-xL, primary screen, biochemical, fluorescence polarization, HTS; Bcl-2-like protein 1 (Homo sapiens), Q07817; GST-Bcl-xL / FITC-Bim BH3 peptide fluorescence polarization; inhibition, % at 10.9 µM; hit rate 0.7% among 320,000;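 active = inhibition above the mean of all tested compounds plus 3 SD, cutoff set per campaign, cut at about 30% in these data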;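 also: 0% = DMSO wells and 100% = unlabeled Bim-BH3 peptide competitor; inhibitors lower millipolarization by displacing the labeled peptide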
Target sequence (Q07817 whole entry, looked up): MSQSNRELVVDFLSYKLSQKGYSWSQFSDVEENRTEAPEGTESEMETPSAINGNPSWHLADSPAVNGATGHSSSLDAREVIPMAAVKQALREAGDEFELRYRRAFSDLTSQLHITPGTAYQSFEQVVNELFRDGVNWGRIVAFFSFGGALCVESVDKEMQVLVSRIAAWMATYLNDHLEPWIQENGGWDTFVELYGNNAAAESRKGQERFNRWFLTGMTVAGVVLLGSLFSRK
VLA-4 inh: inhibition in human VLA-4 binding assay, primary screen, VLA-4 allosteric modulator project, MLPCN library, flow cytometry, VLA-4 expressing cells; ligand binding flow cytometry; inhibition, % (about 7 µM as worked out from the volumes in the protocol); Integrin alpha-4 (Homo sapiens), P13612; hit rate 0.2% among 330,000; in the data active = inhibition above about 50%
MCL1 BIM primary: inhibitors of MCL1 binding to BIM-BH3, primary screen, biochemical, fluorescence polarization | inhibition, % at 10.9 µM | hit rate 0.68% among 320,000 | Induced myeloid leukemia cell differentiation protein Mcl-1 (Homo sapiens), Q07820 | GST-MCL1 / FITC-Bim-BH3 fluorescence polarization;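 active = inhibition above the mean inhibition of all tested compounds plus 3 SD, set per campaign, cut at about 40% in these data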;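 also: 0% = DMSO wells and 100% = unlabeled Bim-BH3 peptide control; higher means more loss of mP so more displacement of Bim peptide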
Target sequence (Q07820 whole entry, looked up): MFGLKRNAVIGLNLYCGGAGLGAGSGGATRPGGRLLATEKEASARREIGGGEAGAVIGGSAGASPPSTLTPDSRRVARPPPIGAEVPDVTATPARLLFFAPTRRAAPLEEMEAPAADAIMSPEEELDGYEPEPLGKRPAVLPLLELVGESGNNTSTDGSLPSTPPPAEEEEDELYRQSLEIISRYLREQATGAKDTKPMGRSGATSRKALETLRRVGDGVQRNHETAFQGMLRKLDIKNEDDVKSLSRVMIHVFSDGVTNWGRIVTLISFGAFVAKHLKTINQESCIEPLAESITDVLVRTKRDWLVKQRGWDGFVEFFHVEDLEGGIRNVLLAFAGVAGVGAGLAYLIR
MEX-5 binding: MEX-5 zinc finger RNA-binding disruptors – biochemical, C. elegans, fluorescence polarization, MLPCN library, primary screen. Zinc finger protein mex-5 (Caenorhabditis elegans), Q9XUB2. MEX-5/FITC-TCR2 RNA binding; stronger effect = lower value. AID 1832, 2009. hit rate 0.38% among 300,000. activity score (negative = inhibition of binding), % at 10 µM;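 active = inhibition past about -25% in most replicates, and total fluorescence under double the plate's negative control median, limit read from the data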;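 also: 0% = DMSO and -100% = 5 µM competing unlabeled TCR2 RNA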
Target sequence (Q9XUB2 whole entry, looked up): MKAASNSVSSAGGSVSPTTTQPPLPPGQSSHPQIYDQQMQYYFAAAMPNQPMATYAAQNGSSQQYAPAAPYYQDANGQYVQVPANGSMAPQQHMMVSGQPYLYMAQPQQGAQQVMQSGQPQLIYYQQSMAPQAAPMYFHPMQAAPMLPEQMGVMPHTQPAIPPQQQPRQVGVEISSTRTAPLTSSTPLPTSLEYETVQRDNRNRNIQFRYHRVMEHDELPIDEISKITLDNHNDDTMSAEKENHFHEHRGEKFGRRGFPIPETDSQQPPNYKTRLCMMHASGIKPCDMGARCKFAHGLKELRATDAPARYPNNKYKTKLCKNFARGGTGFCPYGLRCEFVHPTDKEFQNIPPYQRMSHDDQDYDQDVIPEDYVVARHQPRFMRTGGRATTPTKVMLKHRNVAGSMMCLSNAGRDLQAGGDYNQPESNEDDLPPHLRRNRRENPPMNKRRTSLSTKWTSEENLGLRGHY
Fam108B inh: mouse Fam108B serine hydrolase inhibitors, primary screen, counter-screen for RBBP9 inhibitor project, biochemical, fluorescence polarization. AID 1947, 2009. hit rate 0.33% among 300,000. recombinant Fam108B, FP-Rh probe fluorescence polarization. inhibition, % at 9.51 µM;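 active = inhibition above the screen mean inhibition plus 3 SD, computed separately per campaign, cut at about 18% in these data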;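 also: inhibitors lower polarization as less probe binds the enzyme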
GLD-1 TGE inh: GLD-1/TGE RNA complex disruptors, primary screen, biochemical, fluorescence polarization; inhibition, % at 5.96 µM; hit rate 0.44% among 320,000; AID 2280, 2010; purified GLD-1 + fluorescein TGE RNA;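 active = percent inhibition above a per-plate cutoff, the plate mean of test compounds plus 3 SD, cut at about 30% in these data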;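 also: 0% = DMSO wells with GLD-1 and probe and 100% = wells lacking GLD-1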
CIT2 TOR yeast: modulators of CIT2-GFP expression in yeast, primary screen, S. cerevisiae, GFP fusion, multiplex flow cytometry, MLPCN library | GFP response vs DMSO, % at 10 µM | S. cerevisiae CIT2-GFP strain, 3 h; 100 means same as DMSO wells | hit rate 0.065% among 320,000;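 active = GFP response relative to DMSO above a set limit, near the screen mean plus 3 SD, cut at about 150% in these data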;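 also: ratio of well median GFP fluorescence to mean of DMSO wells on the plate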
The depositor's hits bear a star; nt = no result given.

A first look, 9 compounds:
Below each SMILES – BCLXL inh, MEX-5 binding, GRK2 aptamer HTS, Fam108B inh, CIT2 TOR yeast, VLA-4 inh, MCL1 BIM primary, AGP1 TOR yeast, GLD-1 TGE inh
- CNC(C)C#Cc1ccc2sc3cccc(OC)c3c(=O)c2c1 (stereo unspecified)
  2, -0.7, 0, -4, 105, 5, 3, 101, -3
- CC(=O)N1CCN(C(=S)NC(=O)c2ccc(F)cc2)CC1
  nt, nt, 0, nt, 100, 3, nt, 101, -1
- CC(C)(C)NC(=O)NC(=O)COC(=O)Cc1c(Cl)cccc1Cl
  3, -3.6, 2, 0, 101, -5, 2, 60, 4
- COc1ccc(CC(=O)Nc2cccc(/C(C)=N/NC(=O)c3cccc([N+](=O)[O-])c3)c2)cc1
  3, 1.3, 2, 1, 96, 9, 4, 99, -3
- Cc1ccc(CN(C)C(=O)COC(=O)CSc2ccc(C(N)=O)cc2[N+](=O)[O-])cc1
  -8, 2.7, 0, 0, 101, 1, -4, 112, 1
- COCCn1c(=O)[nH]c(=O)c2cc(C(=O)c3cc(Cl)ccc3O)cnc21
  7, -1.0, 4, -2, 106, -10, 4, 105, -2
- CCC[N+](CC#Cc1ccccc1)(CCC)CC(=O)OC
  5, -1.1, 1, -2, 103, 11, 9, 107, 3
- COc1ccccc1Nc1c([N+](=O)[O-])cc(C)cc1[N+](=O)[O-]
  -5, 1.6, 2, 1, 101, -6, -17, 100, 1
- Cn1c(NC(=O)c2ccc(Cl)cc2)c(-c2ccccn2)c(=O)c2ccccc21
  7, 0.5, 1, 0, nt, 4, 7, 103, 3

Main list (from the top)
Below each SMILES – BCLXL inh, MEX-5 binding, GRK2 aptamer HTS, Fam108B inh, CIT2 TOR yeast, VLA-4 inh, MCL1 BIM primary, AGP1 TOR yeast, GLD-1 TGE inh
- CNC(C)C#Cc1ccc2sc3cccc(OC)c3c(=O)c2c1 (stereo unspecified)
  2, -0.7, 0, -4, 105, 5, 3, 101, -3
- CC(=O)N1CCN(C(=S)NC(=O)c2ccc(F)cc2)CC1
  nt, nt, 0, nt, 100, 3, nt, 101, -1
- CC(C)(C)NC(=O)NC(=O)COC(=O)Cc1c(Cl)cccc1Cl
  3, -3.6, 2, 0, 101, -5, 2, 60, 4
- COc1ccc(CC(=O)Nc2cccc(/C(C)=N/NC(=O)c3cccc([N+](=O)[O-])c3)c2)cc1
  3, 1.3, 2, 1, 96, 9, 4, 99, -3
- Cc1ccc(CN(C)C(=O)COC(=O)CSc2ccc(C(N)=O)cc2[N+](=O)[O-])cc1
  -8, 2.7, 0, 0, 101, 1, -4, 112, 1
- COCCn1c(=O)[nH]c(=O)c2cc(C(=O)c3cc(Cl)ccc3O)cnc21
  7, -1.0, 4, -2, 106, -10, 4, 105, -2
- CCC[N+](CC#Cc1ccccc1)(CCC)CC(=O)OC
  5, -1.1, 1, -2, 103, 11, 9, 107, 3
- COc1ccccc1Nc1c([N+](=O)[O-])cc(C)cc1[N+](=O)[O-]
  -5, 1.6, 2, 1, 101, -6, -17, 100, 1
- Cn1c(NC(=O)c2ccc(Cl)cc2)c(-c2ccccn2)c(=O)c2ccccc21
  7, 0.5, 1, 0, nt, 4, 7, 103, 3
- COc1ccc2c(c1)c(=O)oc1cc3occ(C(C)(C)C)c3cc12
  5, -1.8, 3, 2, 105, -8, -2, 103, -1
- CCn1c(Cc2cccn2C)nnc1SCC(=O)c1ccc(C)cc1
  3, 0.5, 2, 0, 95, 2, 1, 99, -3
- CCCCCCC(O)(c1ccccc1)C(CN1CCOCC1)c1ccccc1 (stereo unspecified)
  nt, 1.1, 3, nt, 98, 0, nt, 96, nt
- CCN(CC)C(=O)Cn1cc(S(=O)(=O)CC(=O)NCc2ccc(F)cc2)c2ccccc21
  5, -1.8, 0, -4, 101, -1, 5, 102, 4
- COc1ccc(CNC(=O)C2CCN(C(=O)c3ccc(F)cc3)CC2)cc1OC
  -4, nt, 2, nt, 108, 4, -4, 107, 3
- Nc1c(C(=O)NCc2ccc(Cl)cc2)sc2nc3c(c(C(F)(F)F)c12)CCC3
  -1, -10, 4, -2, 90, 2, -3, 93, -5
- COc1ccccc1NS(=O)(=O)c1cccc(NC(=O)c2[nH]c(C)c(C(C)=O)c2C)c1
  9, -3.1, 1, 2, 100, 1, 16, 103, 5
- CC(=O)Nc1sc(C)c(C)c1C(=O)OCC(=O)Nc1cc(S(=O)(=O)N2CCCCC2)ccc1Cl
  2, -0.8, 3, -1, 103, 0, -5, 23, 5
- O=C(Cn1c(COc2ccc(Cl)cc2)nc2ccccc21)NCC(F)(F)F
  2, 1.3, 1, 3, 93, 14, 1, 99, 0
- COc1cc(C)ccc1OCCCOc1cc(C)ccc1Cl
  -4, -0.7, 0, -1, 102, -33, -5, 104, -3
- CCOC(=O)CC1C(=O)NCCN1Cc1cccc(C(F)(F)F)c1 (stereo unspecified)
  0, -0.5, 0, -4, 88, 37, -1, 104, 0
- Cc1ccnc(NC(=O)c2ccc3c(c2)C(=O)N(CCC(C)C)C3=O)c1
  4, 0.3, 0, -1, 97, 3, 14, 102, -1
- CCN1CC(CN(C)Cc2nc(-c3ccc(Cl)cc3)no2)CC1=O (stereo unspecified)
  7, -2.3, 0, 1, 85, -4, 2, 97, 2
- Cc1ccc(S(=O)(=O)NCc2ccc(C(=O)NCCc3ccc(S(N)(=O)=O)cc3)cc2)cc1
  3, -1.7, 4, -8, 104, 0, 6, 96, 2
- O=C(Cc1cccs1)NCc1ccccc1Br
  -5, 3.0, 3, -14, 108, 10, -14, 95, -5
- CC(=O)c1ccc(N2CCN(C(=S)Nc3cccc(Cl)c3)CC2)cc1
  3, 0.9, 0, -5, 104, 13, 9, 107, 1
- Cn1ncc(Cl)c1C(=O)N1CCN(C23CC4CC(CC(C4)C2)C3)CC1
  2, -3.7, 4, 5, 96, 16, 0, 96, -1
- CCOC(=O)C1=C(COC(=O)/C=C/c2cccc([N+](=O)[O-])c2)NC(=O)NC1C (stereo unspecified)
  5, 1.5, 4, 4, 109, -8, 3, 113, -4
- O=C(CN1CCC(C(=O)c2ccc3c(c2)OCCO3)CC1)Nc1ccccc1C(F)(F)F
  5, -0.5, 1, 0, 103, 0, 1, 101, 1
- COc1cccc(C2C3=C(CC(C)(C)CC3=O)OC(N)=C2[N+](=O)[O-])c1 (stereo unspecified)
  0, -0.6, 1, 3, 102, 14, -4, 99, 4
- Cc1cccc(NC(=O)Cn2cc(C(=O)C3CC3)c3ccccc32)c1C
  8, -1.5, 0, -5, 108, 7, 5, 101, 6
- CC(=O)c1c(C)[nH]c(C(=O)CN2C(=O)NC(C)(c3ccc4c(c3)OCCO4)C2=O)c1C (stereo unspecified)
  -6, 2.2, 0, 1, 99, 0, -2, 110, 2
- Brc1ccc(-c2nnc3n2C2(CCCC2)Cc2ccccc2-3)o1
  1, 0.2, 0, 2, 94, 0, 5, 94, 2
- CCOC(=O)C1CN(S(=O)(=O)c2ccc(C)cc2)c2cc(S(=O)(=O)CC)ccc2O1 (stereo unspecified)
  0, 0.8, 7, -3, 93, -3, 1, 100, -1
- CN(C)S(=O)(=O)N1CCc2ccccc21
  8, 2.4, 1, 3, 103, 1, 13, 102, 4
- COc1ccc(NC(=O)NN2CCN(C)CC2)c(OC)c1
  9, 1.2, 8, -1, 106, -3, -3, 105, 0
- CCCC(=O)Nc1cc2c3c(c1)C(C)C(=O)N3CCC2 (stereo unspecified)
  10, -2.6, 0, -1, 90, 1, 10, 95, 4
- O=C(CCNc1n[nH]c(=O)[nH]c1=O)N/N=C\c1ccc(Br)cc1
  2, nt, 1, 3, 94, 3, -6, 101, -6
- CCOC(=O)C1CCN(Cc2cccc(OCc3ccccc3)c2)CC1
  5, -1.8, 0, 2, 111, 1, 8, 98, 6
- O=C(Nc1c2c(nn1-c1ccccc1)CS(=O)(=O)C2)c1cccs1
  -1, -0.7, 4, 2, 93, -6, -6, 101, 0
- Cc1ccccc1-n1nc2c(c1NC(=O)COc1ccc(Cl)cc1)CS(=O)C2 (stereo unspecified)
  -1, 0.8, 20, 2, 92, 7, -6, 98, -5
- Cc1ccc(S(=O)(=O)N2CCCC2C(=O)NCc2ccc3c(c2)OCO3)cc1 (stereo unspecified)
  3, 2.7, 0, 10, 101, -2, 3, 104, 0
- O=C1CC(Sc2ncn[nH]2)C(=O)N1c1ccccc1 (stereo unspecified)
  11, 6.7, 0, -1, 99, 0, 5, 103, -1
- CN(CCNC(=O)c1ccc(N2CCCC2=O)cc1)CCc1ccccc1
  3, -0.6, 0, 3, 101, 4, 3, 105, -7
- CC(C)(C)NC(=O)CN1CCN(C(=O)CCl)CC1
  5, nt, 3, -5, 103, 1, -1, 102, -4
- COc1cc(CNCCCN2CCOCC2)cc(Br)c1OCC(=O)N1CCCCC1
  2, 0.8, 5, -4, 102, -3, 2, 106, 2
- COc1ccc(OCc2nnc(SCC(=O)Nc3ccccc3Cl)o2)cc1
  1, -3.4, 2, 3, 97, -6, -1, 100, 5
- COc1cc(C(=S)N2CCOCC2)cc(OC)c1OC(=O)c1cc([N+](=O)[O-])c(C)c([N+](=O)[O-])c1
  8, -3.5, 4, 1, 91, 11, 11, 96, -3
- CSC(=NCc1cccnc1)NS(=O)(=O)c1cccs1
  0, 3.7, 0, 0, 96, 4, -6, 93, 5
- O=[N+]([O-])c1cccnc1Oc1ccc(C2SCCS2)cc1
  2, 3.1, 2, -3, 87, 4, 10, 95, 1
- O=C(Nc1ccccc1)c1cccc(S(=O)(=O)N2CCCCC2)c1
  3, 0.6, 3, 3, 96, -2, -4, 102, -1
- Cc1cc(Sc2nccn2C)ncc1[N+](=O)[O-]
  5, 0.3, 0, -3, 99, -4, 1, 101, 6
- CCCCCc1c(O)nc(SCCN(C)C)[nH]c1=O
  8, nt, 0, 0, 100, -2, 3, 93, 3
- COc1cc(C=NNC(=O)Cn2nc(C)cc2C)ccc1OC(=O)C1CC1
  nt, nt, 0, nt, 102, 23, nt, 101, -2
- COc1ccc(C)cc1NC(=O)CSc1nnc(-c2cc3cccc(OC)c3o2)n1N
  6, 0.8, 0, 6, 109, 9, -1, 108, -3
- COc1ccc(N2CC(C(=O)Nc3ccc(S(=O)(=O)Nc4nccs4)cc3)CC2=O)c(OC)c1 (stereo unspecified)
  6, nt, 2, nt, 94, -4, 12, 109, -1
- CCN(CC(=O)Nc1cc(C)c(Cl)cc1OC)CC(=O)NC1CCS(=O)(=O)C1 (stereo unspecified)
  2, 0.4, 0, -2, 106, -1, 3, 102, 5
- CCC(C)(C)C(=O)Nc1ncc(S(=O)(=O)c2ccc([N+](=O)[O-])cc2)s1
  2, -3.7, 0, 0, 91, -3, 4, 100, -3
- CC(C)(C)NC(=O)C(=O)NN=C1CCCCCC1
  3, 1.4, 1, 5, 94, -2, 8, 92, 0
- CCS(=O)(=O)c1nc(S(=O)(=O)c2ccc(Cl)cc2)c(N2CCCC2)s1
  3, -4.1, 0, 2, 115, -8, 0, 101, 1

Compound activity from PubChem BioAssay.
